Screens deposited in PubChem BioAssay by several laboratories.
T cell modulator – T cell immune modulation candidate; calls only at 7 µM; AID 2052; 0.068% of 330,000 active; 2C CD8+ T cell-vesicle binding, flow cytometry; hits give low values;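 active means response, share of CD8 T cells binding vesicles, and their 90th percentile fluorescence all below set limits, cut at about 80% in these data, passing the limit was not always enough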
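Also added: QL9-peptide-loaded Drosophila micro-vesicles bearing Ld, ICAM-1 and B7-1; Test system: purified 2C TCR transgenic mouse naive CD8+ T cells; Measured by: cytometric PE anti-B7-1 and Alexa647 anti-CD8 signals after 1% paraformaldehyde fixation; Timing: binding step 1.5 h, 37 °C, antibody labelling 20 min, ice.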
bCat nuc transl – modulators of beta-catenin nuclear translocation | HeLa beta-catenin nuclear translocation, immunofluorescence imaging | nuclear translocation activity, % at 5 µM | 0.3% of 190,000 active;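 active means nuclear translocation activity above 50% at 5 µM, with a well cell count of 50 or more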;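 further: per-cell ratio of nuclear to cytoplasmic median beta-catenin stain intensity; plate controls were DMSO negative control for no effect and GSK-3 inhibitor IX positive control for full effect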
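Technique: fluorescence imaging of beta-catenin antibody stain plus DAPI / Material: human HeLa cell line / Incubation: compound treatment 24 h, 37°C, 5% CO2 / Read-out basis: % activation of per-cell nuclear versus cytoplasmic median beta-catenin signal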
P. falciparum M17LAP – P. falciparum M17LAP inhibitors, primary screen, biochemical, fluorogenic H-Leu-NHMec substrate, 1536-well (AID 1619); recombinant M17LAP, H-Leu-NHMec fluorogenic kinetic assay; higher % means a stronger effect; inhibition, % at 30 µM; hits with a dose series show IC50 in µM; 0.38% of 220,000 active;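 active means compound inhibiting the enzyme by more than half at any dose during confirmatory dose-response retesting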;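 further: plate controls were full reaction with DMSO carrier for no effect and no enzyme background for full effect; strong numbers were not always called active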
M1AAP inhibition – malaria alanyl aminopeptidase activity blockers – biochemical, fluorogenic H-Leu-NHMec substrate, 1536-well (AID 1445) | inhibition, % at 30 µM, or IC50 in µM where a hit was titrated | 0.42% of 220,000 active | recombinant M1AAP, H-Leu-NHMec fluorogenic kinetic assay; higher % means a stronger effect;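 active means primary inhibition above the hit cutoff, then over 50% inhibition at one or more dose response concentrations, cut at about 23% in these data, passing the limit was not always enough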;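 further: plate controls were DMSO full reaction for no effect and no enzyme background for full effect; strong numbers were not always called active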
Dynein transport – blocks dynein driven cargo transport along microtubules | 3617.4 mouse cells, GR-EGFP nuclear translocation imaging; test concentration mostly 20 µM; stimulated with dexamethasone, 1 µM; hits give low values | z-score, hits read low | 0.47% of 220,000 active;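 active means plate z-score of nuclear minus cytoplasmic receptor signal below a set negative limit, without overly bright fluorescence or cell loss, cut at about -3.5 in these data, passing the limit was not always enough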;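 further: z-score of nuclear minus cytoplasmic ring GR-EGFP intensity difference per well; some compounds called inactive have numbers as strong as hits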
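Buffer or medium: tet-free, stripped-serum medium; Also added: dexamethasone, 1.0 µM final; Technique: high-content fluorescence imaging after fixation; Times: 48 h induction, 1 h compound, 30 min dex at 37 °C; Read-out: per-cell GR-EGFP intensity, nucleus versus surrounding cytoplasmic ring, well-averaged.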
Yfh1-off respiration – mitochondrial function rescue without frataxin homolog – Friedreich's ataxia, plus single-dose screen, dose response (AID 1465) | S. cerevisiae Yfh1-off respiration, WST-1 reduction, 72 h; higher fold induction means a stronger effect | one-dose fold induction at 50 µM; EC50 in µM for titrated hits | 0.074% of 220,000 active;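 active means fold induction of absorbance versus untreated yeast above a set limit, then at least 30% activation at any dose in follow-up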;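 further: activators that raise dye reduction in frataxin-depleted yeast; strong numbers were not always called active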
Autophagy mod – autophagy modulation, high-content screen; AID 463193; 0.98% of 190,000 active; MEF GFP-LC3 puncta imaging; test concentration mostly 10 µM; calls only at 10 µM (by protocol);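 active means percentage of spot-positive cells more than 3 SD above its plate mean, without a fluorescence outlier flag or 80% toxicity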;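 further: spot-positive cell cutoff set from DMSO-treated cells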
MT stabilizer – microtubule stabilization, imaging screen; % tubulin-high responders, % at 10 µM; HeLa tubulin immunostaining HCS, 24 h; share of cells brighter than vehicle mean+2SD; 0.83% of 200,000 active;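 active means plate Z-score above 3 for both tubulin-high and condensed-nucleus cell shares, with cell loss under 80%, at 10 µM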;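 further: anti alpha tubulin signal scored within the nucleus-defined area of each cell; some results filed as inactive read as strong as hits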
WT yeast gro inh – growth inhibition of WT yeast, mitochondrial fusion screen; inhibition, % at 10 µM; mitochondrial fusion phenotypic screen, WT strain; 2.1% of 190,000 active; in the data active means inhibition above about 58%; tested in S. cerevisiae
WT yeast gro inh mutant strain – second read-out of WT yeast gro inh, no call of its own (marks repeat the call); inhibition, %; mitochondrial fusion phenotypic screen, mutant strain inhibition
Dynein transport cytoplasmic EGFP – also measured in Dynein transport; calls as there; z-score; measured here: cytoplasmic GR-EGFP intensity; hits give high values
Dynein transport nuclear GR-EGFP – second read-out of Dynein transport, no call of its own (marks repeat the call); z-score; measured here: nuclear GR-EGFP intensity;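 lower value marks the stronger effect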
Dynein transport cell count – further read-out of Dynein transport, marked with its call; z-score; measured here: cell count per field
bCat nuc transl cell count 5 µM – recorded beside bCat nuc transl, whose call it bears; cell count; measured here: cell count, cytotoxicity flag
T cell modulator vesicle-bound % – recorded beside T cell modulator, whose call it bears; double positive events, %; measured here: CD8+ vesicle-bound cell fraction;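 binding gate set so that unloaded-vesicle control wells show 10% double positive cells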
MT stabilizer Hoechst-high % – also measured in MT stabilizer; calls as there; % Hoechst-high responders; measured here: nuclear condensation Hoechst responders;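 share of cells brighter than vehicle mean plus two SD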
MT stabilizer cytotoxicity % – recorded beside MT stabilizer, whose call it bears; toxicity, %; measured here: cytotoxicity by cell density;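 0% = mean cell density of plate MIN control wells and 100% = no cells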
Autophagy mod cell loss 18 h – second read-out of Autophagy mod, no call of its own (marks repeat the call); toxicity, %; measured here: cell loss, nuclei count;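 cell loss after 18 h compound exposure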
* = called active by the depositor; i = inactive; · = not tested or not shown; & = joins results of further samples.

SMILES	T cell modulator	T cell modulator vesicle-bound %	bCat nuc transl	bCat nuc transl cell count 5 µM	P. falciparum M17LAP	M1AAP inhibition	Dynein transport	Dynein transport cytoplasmic EGFP	Dynein transport nuclear GR-EGFP	Dynein transport cell count	Yfh1-off respiration	Autophagy mod	Autophagy mod cell loss 18 h	MT stabilizer	MT stabilizer Hoechst-high %	MT stabilizer cytotoxicity %	WT yeast gro inh	WT yeast gro inh mutant strain
O=C(c1ccc(COc2ccccc2Cl)o1)N1N=C(C(F)F)CC1(O)C(F)F (stereo unspecified)	i	24	-0.2	402	8%	-1%	-0.3	-0.28	-0.46	0.45	i	i	-13	3.1	3.9	8.3	-20	-17
CC(=O)Nc1ccc(NC(=O)/C=C/c2ccc3c(c2)OCO3)cc1	i	40	3.7	1078	-2%	3%	-1.2	-0.22	-0.57	0.66	i	i	21	1.7	2.4	5.3	8	-20
CC(C)CCN1CCN(Cc2ccon2)CC1CCO (stereo unspecified)	i	53	-0.6	960	-1%	5%	-0.59	-0.31	-0.4	0.39	i	i	-35	3.4	2.2	5.0	3	8
CSc1c(-c2ccccc2)nc2ccccc2c1C(=O)O	i	32	·	·	3%	3%	-0.27	-0.17	-0.31	-1.1	i	i	15	4.2	1.9	3.2	-6	-12
CCCCN(C(=O)NC(=O)Nc1nc2ccc(OC)cc2s1)S(C)(=O)=O	i	26	·	·	-9%	-6%	-0.71	-0.21	-0.4	1.2	i	i	-7	4.2	3.6	6.0	7	-1
O=C(Nc1cccc(C(=O)N2CCN(c3ccc(F)cc3)CC2)c1)c1ccccc1	i	56	-1.0	1554	-5%	0%	2.2	-0.21	1.2	-1.1	i	i	14	3.0	1.0	5.9	27	16
CC(C(=O)N1CCOCC1)N1C(=O)C2C3CC(C(Br)C3Br)C2C1=O (stereo unspecified)	i	4	0.0	1031	31%	-3%	0.32	-0.25	0.27	0.089	i	i	42	2.9	1.7	2.4	14	12
CSc1ccccc1C(=O)OCC(=O)NC1CCS(=O)(=O)C1 (stereo unspecified)	i	58	-3.3	1050	13%	-1%	-0.54	-0.21	-0.28	0.3	i	i	-17	3.5	1.3	0.9	-6	-4
Cc1ccccc1-c1nc(CN2CCCC(C(=O)NCc3cccnc3)C2)c(C)o1 (stereo unspecified)	i	50	·	·	-7%	0%	-0.55	-0.017	0.084	0.21	i	i	14	6.0	2.1	3.0	23	10
Cn1nc([N+](=O)[O-])nc1Sc1ccc(C(C)(C)C)cc1	i	54	0.8	1363	-4%	3%	-0.86	-0.18	0.24	0.25	·	i	4	2.3	2.4	9.5	-19	6
C/C(=N\n1nnnc1Nc1ccccc1)c1ccc(N)cc1	i	59	0.6	1249	12%	5%	-0.18	-0.25	0.044	0.51	i	i	5	7.3	1.4	2.0	-58	-5
C=CCn1cc([N+](=O)[O-])nc1C	i	53	-0.7	536	4%	8%	-0.15	-0.3	-0.3	0.86	i	i	-4	1.8	3.2	8.1	-16	-4
CCn1nnnc1SCC(=O)Nc1ccc(OC)cc1	i	58	-2.4	1251	4%	-3%	-1.1	-0.26	-0.8	0.85	i	i	8	2.0	1.9	2.4	-4	-16
Cc1ccc(/C=N/NC(=O)CSCc2ccc(Cl)cc2)cc1	i	50	-1.0	1372	5%	-2%	0.57	-0.1	0.65	-0.27	i	i	41	1.6	2.0	7.7	29	3
Cc1coc2c(O)cc3c(c12)OC1(N2CCCCC2)C(=O)NCCCC31 (stereo unspecified)	i	20	0.5	461	14%	12%	-0.22	-0.14	0.8	0.1	i	i	-59	3.3	3.3	0.7	-10	-12
O=C(c1ccc2snnc2c1)N1CCCCC1	i	21	-1.6	1206	-3%	12%	0.83	-0.28	0.34	0.37	i	i	4	4.3	2.2	4.2	-7	-7
CCN(CC)S(=O)(=O)c1ccc(Cl)c(NC(=O)c2ccccc2C)c1	i	49	·	·	4%	-3%	-0.55	-0.2	-0.38	0.55	i	i	16	3.8	1.5	7.5	8	-20
CCOc1cc(C(=O)N(C)c2ccccc2)cc(OCC)c1OCC	i	57	0.3	983	33%	-8%	-0.97	-0.22	-0.51	0.89	i	i	-4	2.3	1.9	5.7	13	11
COc1cc(-c2nc(-c3ccc(NC(=O)c4ccc(Br)o4)cc3)no2)cc(OC)c1OC	i	34	-7.3	1192	12%	7%	-1.1	-0.24	-0.33	0.94	i	i	-4	4.9	4.8	16	6	-8
Nc1ccc(C(=O)OCc2nc3ccccc3s2)cc1	i	56	-2.0	1123	4%	4%	-1.2	-0.1	-0.2	1.1	i	i	1	4.9	2.4	7.8	4	23
COC(=O)NNC1=CC(=O)CC(C)(C)C1	i	38	-2.3	989	-5%	-8%	2.1	-0.23	0.93	-1.1	i	i	-6	5.1	1.1	1.1	13	7
CCc1ccc2c(c1)C(NC(C)=O)C(=O)N2CC (stereo unspecified)	i	44	0.1	1096	4%	-6%	0.23	0.01	0.51	-0.94	i	·	·	5.7	1.3	6.2	11	4
COC(=O)CNC(=O)/C=C/c1cc(Br)ccc1OC	i	50	0.0	1112	-1%	9%	2	-0.2	1.5	-0.9	i	i	11	5.6	2.9	7.0	-3	-20
O=[N+]([O-])c1ccc(SCCc2ccncc2)cc1	i	22&53	-1.8&-0.3	1111&1242	-1%&7%	4%&8%	-0.54&0.19	-0.23&-0.25	-0.3&0.63	-0.21&-1.2	i	·	·	·	·	·	·	·
CCOC(=O)/C=C1\SCC(=O)N1CC(=O)Nc1ccc(C(C)C)cc1	i	59	·	·	3%	4%	-0.61	-0.18	-0.0066	0.37	i	i	-4	2.3	1.2	9.7	20	14
CN(C)c1nc(SCCOC(=O)c2ccccc2)nc(N(C)C)n1	i	11	·	·	-3%	1%	0.63	-0.24	0.59	-0.35	i	i	-2	1.5	2.3	7.1	8	9
O=C1c2ccccc2C(=O)N1Cc1nc(-c2ccccn2)no1	i	8	0.6	1210	4%	-2%	0.39	-0.15	-0.14	-0.032	i	i	4	4.6	1.3	0.5	-7	-11
COc1cc2c(cc1OC)C(C)N(C(=S)Nc1ccccc1)CC2 (stereo unspecified)	i	6	-0.5	1099	2%	2%	0.93	0.17	0.4	-1.7	i	i	19	4.6	4.1	5.7	10	0
O=C(Nc1ccc(Cl)cc1)N1CCC(c2nc(-c3cccs3)no2)CC1	i	56	·	·	12%	7%	-0.26	-0.37	-0.33	0.97	i	i	-1	2.0	2.0	9.8	49	36
Cc1sc2c(c1C)CN(C1CC(C)(C)NC(C)(C)C1)CN2C(=O)c1ccco1	i	24	·	·	5%	10%	-0.32	0.4	0.095	-0.17	·	i	-1	7.7	15	98	4	1

Four records picked at random from the list so far:
SMILES	T cell modulator	T cell modulator vesicle-bound %	bCat nuc transl	bCat nuc transl cell count 5 µM	P. falciparum M17LAP	M1AAP inhibition	Dynein transport	Dynein transport cytoplasmic EGFP	Dynein transport nuclear GR-EGFP	Dynein transport cell count	Yfh1-off respiration	Autophagy mod	Autophagy mod cell loss 18 h	MT stabilizer	MT stabilizer Hoechst-high %	MT stabilizer cytotoxicity %	WT yeast gro inh	WT yeast gro inh mutant strain
CC(C(=O)N1CCOCC1)N1C(=O)C2C3CC(C(Br)C3Br)C2C1=O (stereo unspecified)	i	4	0.0	1031	31%	-3%	0.32	-0.25	0.27	0.089	i	i	42	2.9	1.7	2.4	14	12
CSc1ccccc1C(=O)OCC(=O)NC1CCS(=O)(=O)C1 (stereo unspecified)	i	58	-3.3	1050	13%	-1%	-0.54	-0.21	-0.28	0.3	i	i	-17	3.5	1.3	0.9	-6	-4
CSc1c(-c2ccccc2)nc2ccccc2c1C(=O)O	i	32	·	·	3%	3%	-0.27	-0.17	-0.31	-1.1	i	i	15	4.2	1.9	3.2	-6	-12
CCn1nnnc1SCC(=O)Nc1ccc(OC)cc1	i	58	-2.4	1251	4%	-3%	-1.1	-0.26	-0.8	0.85	i	i	8	2.0	1.9	2.4	-4	-16

Next part
SMILES	T cell modulator	T cell modulator vesicle-bound %	bCat nuc transl	bCat nuc transl cell count 5 µM	P. falciparum M17LAP	M1AAP inhibition	Dynein transport	Dynein transport cytoplasmic EGFP	Dynein transport nuclear GR-EGFP	Dynein transport cell count	Yfh1-off respiration	Autophagy mod	Autophagy mod cell loss 18 h	MT stabilizer	MT stabilizer Hoechst-high %	MT stabilizer cytotoxicity %	WT yeast gro inh	WT yeast gro inh mutant strain
COc1ccc(CN2CN(C3CCCC3)CSC2=S)cc1	i	48	-1.8	1153	0%	-5%	-0.18	-0.25	-0.38	1.3	i	i	-8	3.9	2.4	8.2	-12	-27
COc1ccc(-c2ccc(-c3noc(-c4cccs4)n3)c(OC)n2)cc1	i	18	-1.0	1109	10%	7%	-1.7	1.6	-0.24	-0.45	i	i	-2	1.8	2.1	11	-15	-1
O=C(Cn1c(=O)c(=O)n(Cc2ccccc2)c2ccc(Cl)cc21)Nc1ccc(F)cc1F	i	42	-0.2	989	5%	7%	-0.86	-0.061	-0.4	0.61	i	i	18	26*	35*	59*	8	6
Cc1ccc(-n2c(O)c(C=Nc3ccccc3-c3n[nH]c(=S)[nH]c3=O)c3ccccc3c2=O)cc1C	·	·	2.0	938	0%	39µM*	0.42	-0.35	0.2	-0.62	i	i	2	3.1	1.8	4.4	1	7
